TRPN1 ag = agonists of zebrafish TRPN1 channel; HEK293 zebrafish TRPN1-YFP, Fluo-8 calcium fluorescence; 100% = response to 87 µM carbachol; activation, % at 3 µM; hit rate 0.18% among 220,000; AID 1424;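 active = activation above its plate's cutoff, the mean activation of test wells on that plate plus 3 SD, cut at about 19% in these data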;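 note: 0% = DMSO alone and 100% = 87 µM carbachol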
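Material: zebrafish TRPN1-YFP in HEK293 cells. Doses: one dose of 3 µM, 0.3% DMSO. Incubation: dye 1 h 37 °C plus 30 min RT. Measured by: intracellular calcium fluorescence with Fluo-8.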
S1P4 agonist = human S1P4 receptor agonism; O95977; activation, % at 4.98 µM; hit rate 0.35% among 220,000; AID 1509; S1P4-expressing cell line, agonist reporter assay; in the data active = activation above about 11%;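 note: 0% = DMSO vehicle and 100% = reference agonist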
Target sequence (O95977 whole entry, looked up): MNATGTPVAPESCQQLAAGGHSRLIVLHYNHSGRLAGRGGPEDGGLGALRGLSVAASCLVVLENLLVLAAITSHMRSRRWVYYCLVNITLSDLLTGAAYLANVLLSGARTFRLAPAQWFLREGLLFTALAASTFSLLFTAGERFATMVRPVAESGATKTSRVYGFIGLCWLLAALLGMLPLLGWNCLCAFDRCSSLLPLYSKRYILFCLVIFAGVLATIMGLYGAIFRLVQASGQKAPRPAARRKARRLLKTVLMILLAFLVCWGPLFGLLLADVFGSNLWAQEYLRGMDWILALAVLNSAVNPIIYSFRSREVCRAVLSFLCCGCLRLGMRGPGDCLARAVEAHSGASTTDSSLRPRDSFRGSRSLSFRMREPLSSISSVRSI
Calpain2 inh = blocks pig calpain II enzyme activity. purified calpain II, fluorogenic peptide substrate, 30 min. inhibition, % at 16 µM. hit rate 0.37% among 220,000;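 active = inhibition above about 50%, limit read from the data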
Ba/F3 V617F tox = lowers viability of Ba/F3 cells expressing EpoR and JAK2V617F; ATP luminescence; inhibition, % at 5.6 µM; hit rate 1.1% among 220,000; AID 1446;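 active = inhibition above the campaign mean plus 3 SD over all tested compounds, cut at about 24% in these data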;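 note: cytokine-independent growth of Ba/F3 cells driven by EpoR plus mutant JAK2; 0% = DMSO-treated cells and 100% = JAK inhibitor I control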
EP2 mod = modulates human prostaglandin E2 receptor EP2 signaling | hit rate 0.83% among 260,000 | AID 940 | EP2-expressing cells, cAMP HTRF FRET, PGE2 co-stimulation | induction, % at 25 µM | P43116;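 active = compounds whose cAMP rise, as percent of the full-agonist control response, exceeds 60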;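 note: rat C6 glioma line stably carrying human EP2 under a CMV promoter; the protocol text gives 20 µM as final concentration; 100% = response of wells given 1 µM PGE2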
Target sequence (P43116 whole entry, looked up): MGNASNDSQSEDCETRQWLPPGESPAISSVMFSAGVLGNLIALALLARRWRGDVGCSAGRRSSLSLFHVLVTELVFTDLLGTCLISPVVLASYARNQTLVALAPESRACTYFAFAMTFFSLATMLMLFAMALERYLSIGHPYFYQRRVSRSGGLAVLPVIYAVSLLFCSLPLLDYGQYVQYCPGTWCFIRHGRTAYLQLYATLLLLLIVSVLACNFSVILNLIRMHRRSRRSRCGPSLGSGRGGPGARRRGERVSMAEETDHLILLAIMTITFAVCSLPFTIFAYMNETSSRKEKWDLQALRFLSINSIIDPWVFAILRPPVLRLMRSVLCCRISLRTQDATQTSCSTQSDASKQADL
BaF3 parental = reduces parental Ba/F3 cell viability, JAK2V617F counter-screen. CellTiter-Glo ATP luminescence. AID 1486. hit rate 1.1% among 220,000. inhibition, % at 5.6 µM;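 active = inhibition above a per-campaign cutoff, the mean inhibition of all tested compounds plus 3 SD, cut at about 27% in these data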;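 note: 0% = DMSO wells and 100% = JAK Inhibitor I control wells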
PERK inh = human PERK inhibition, primary cell-based screen | Q9NZJ5 | CHO PERK-DD fusion, SEAP luminescence translation reporter | inhibition, % at 5.6 µM | hit rate 0.17% among 220,000;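 active = inhibition above the mean inhibition of all tested compounds plus 3 SD, set separately per screening campaign, cut at about 2.9% in these data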;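 note: PERK kinase domain activated by AP20187 dimerizer at 100 nM; 0% = DMSO with dimerizer and 100% = rapamycin at 8.4 µM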
TRPML3 ag = human mucolipin-3 channel agonism; activation, % at 3 µM; HEK293 TRPML3-YFP, Fluo-8 calcium fluorescence; 100% = the carbachol control signal; hit rate 0.29% among 220,000; AID 1448; Q8TDD5;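 active = activation above its plate's cutoff, the mean activation of the plate's test wells plus 3 SD, cut at about 12% in these data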;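 note: 0% = DMSO only wells and 100% = carbachol wells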
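system = HEK293 cells stably carrying human TRPML3-YFP | doses = one concentration, 3 µM nominal, 0.3% DMSO | timing = dye loading 1 h 37 °C then 30 min ambient, 125 s read | detection = Fluo-8 calcium dye fluorescence, ex 470-495, em 515-575 nm | benchmarks = high control carbachol 87 µM, low control DMSO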
S1P4 antag = antagonists of human S1P4 receptor | inhibition, % at 4.98 µM | hit rate 0.26% among 220,000 | S1P4-expressing cells, antagonist mode, reporter read-out | AID 1510; in the data active = inhibition above about 29%;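 note: 0% = wells stimulated with agonist and 100% = vehicle wells without agonist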
* = called active by the depositor; & = joins results of further samples. No enrichment for hits, and some 3.6% of all compounds hit somewhere here.

[1] CN(C)c1nc(NC(C)(C)C)nc(NC(C)(C)C)n1
[2] O=c1c(/C=N/O)c(Nc2ccccc2)nc2ccccn12
[3] C=CCNc1nc(SCC=C)nc2ccsc12
[4] COc1cc2[nH]c(=O)n(CCCC(=O)N3CC=C(c4ccccc4)CC3)c(=O)c2cc1OC
[5] Cc1cccc(CC(C)NC(=O)CCc2nnc(-c3ccccc3)o2)n1 (stereo not given)
[6] Cn1c(=O)c2c(ncn2CC(COCc2ccccc2Cl)OCc2ccccc2Cl)n(C)c1=O (stereo not given)
entry no.	1	2	3	4	5	6
TRPN1 ag	-0.6	-0.3	-0.9	0.1	0.0	-1.0
S1P4 agonist	0.0	1.6	-0.1	-0.9	-0.3	0.5
Calpain2 inh	24.8	18.5	-12.9	-71.0	-37.6	-5.3
Ba/F3 V617F tox	-2.2	1.6	-1.3	-6.6	-1.9	0.8
EP2 mod	2.1	21.0	25.2	-54.5	29.9	37.3
BaF3 parental	0.1	3.7	1.7	-2.3	6.6	3.9
PERK inh	0.6	-0.4	1.2	0.1	-0.1	-1.2
TRPML3 ag	0.2	0.0	-0.1	0.3	0.5	-1.3
S1P4 antag	8.1	0.6	-16.8	-2.6	-14.1	0.5

Two records picked at random from the list so far:
[5] Cc1cccc(CC(C)NC(=O)CCc2nnc(-c3ccccc3)o2)n1 (stereo not given)
[4] COc1cc2[nH]c(=O)n(CCCC(=O)N3CC=C(c4ccccc4)CC3)c(=O)c2cc1OC
entry no.	5	4
TRPN1 ag	0.0	0.1
S1P4 agonist	-0.3	-0.9
Calpain2 inh	-37.6	-71.0
Ba/F3 V617F tox	-1.9	-6.6
EP2 mod	29.9	-54.5
BaF3 parental	6.6	-2.3
PERK inh	-0.1	0.1
TRPML3 ag	0.5	0.3
S1P4 antag	-14.1	-2.6

Continuation:
[7] CC1=C(C(=O)Nc2ccccc2C)C(c2ccc(C)o2)N2C(=O)CSC2=N1 (stereo not given)
[8] Cc1cc(/C=N/n2cnnc2)c(C)n1-c1ccc(OCc2ccc(Cl)cc2Cl)cc1
[9] COc1cc(/C=N/NC(=O)C(=O)NCc2cccnc2)ccc1O
[10] CSc1ccc(CN2CCN(CCC(C)C)C(CCO)C2)cc1 (stereo not given)
[11] CCN(c1ccc(NC(=O)COC(=O)c2ccc(C)s2)cc1)C(C)C
[12] CC(=O)Nc1ccc(C(=O)NNS(=O)(=O)c2ccc(C)cc2)cc1
entry no.	7	8	9	10	11	12
TRPN1 ag	-0.2	-2.3	-0.1	0.9	-1.7	1.6
S1P4 agonist	0.3	-0.2	-1.9	3.4	2.0	1.2
Calpain2 inh	17.2	-33.3	8.9	0.7	20.3	22.1
Ba/F3 V617F tox	1.0	-0.2	3.2	-0.4	0.2	2.3
EP2 mod	20.2	8.8	11.7	-12.7	-13.7	18.8
BaF3 parental	3.7	5.3	4.8	7.1	-0.1	4.8
PERK inh	-0.2	-0.7	0.6	0.6	1.0	-0.3
TRPML3 ag	0.0	-0.2	0.8	0.5	-0.2	1.0
S1P4 antag	-10.3	-22.1	-2.3	-3.5	-11.2	-5.3

[13] CC(/C=C/c1ccc2c(c1)OCO2)=N\NC(=O)COc1ccccc1C
[14] COc1cccc(NC(=O)COC(=O)c2cccnc2)c1
[15] CCOC(=O)c1c(NC(C)=O)sc2c(OCC(O)CN(CC)CC)c(Br)ccc12 (stereo not given)
[16] O=C(CSc1nc2[nH]ncc2c(=O)[nH]1)c1ccccc1
[17] Cc1ccc2nc(C)c(C(=O)NN=C3CCN(C)CC3)n2c1
[18] CC(NC(=O)NCCCC(=O)O)(C(F)(F)F)C(F)(F)F
entry no.	13	14	15	16	17	18
TRPN1 ag	2.9	0.3	0.4	1.5	0.0	-1.0
S1P4 agonist	-0.6	0.8	0.1	4.7	1.8	-0.2
Calpain2 inh	-50.7	-11.1	-134.8	-10.7	-5.7	13.2
Ba/F3 V617F tox	-0.8	-1.7	4.9	-2.0	8.7	-1.4
EP2 mod	-28.1	8.3	-50.5	3.5	15.4	19.2
BaF3 parental	12.2	4.2	4.0	2.4	6.7	1.8
PERK inh	0.5	1.0	-1.1	0.2	0.7	0.7
TRPML3 ag	0.4	0.3	0.7	1.0	0.0	1.2
S1P4 antag	-15.3	-16.2	-3.4	-15.7	-3.2	-2.5

[19] O=C(N/N=C/c1cc2ccccc2nc1Cl)/C(=C/c1cccs1)NC(=O)c1ccccc1
[20] O=C(O)/C=C/C(=O)NNC(=O)c1ccc(Cl)cc1Cl
[21] CC1(C)C(=O)C2(C(=O)NCc3ccccc3)CCC1C2 (stereo not given)
[22] COc1ccc2c(CC(=O)NCC3CCC(C(=O)O)CC3)cc(=O)oc2c1 (stereo not given)
[23] Cc1cccc(C)c1NC(=O)Cn1nnc(-c2ccc(CN3CCC(C)CC3)cc2)n1
[24] O=C(/C=C/c1ccccc1)Nn1cnnc1
entry no.	19	20	21	22	23	24
TRPN1 ag	-0.7	0.6	-0.5	0.5	-0.1	0.1
S1P4 agonist	-1.5	0.6	0.3	-0.6	1.0	-3.1
Calpain2 inh	-95.8	-20.1	-4.7	-202.7	-4.6	-13.8
Ba/F3 V617F tox	-3.0	-2.2	2.9	0.5	6.2	1.8
EP2 mod	12.0	-5.7	4.7	8.7	24.2	1.1&21.7
BaF3 parental	1.7	3.3	4.0	2.6	14.2	7.8
PERK inh	-2.0	0.6	0.0	0.3	-0.8	-0.1
TRPML3 ag	-0.2	0.5	-1.1	0.3	-0.4	0.8
S1P4 antag	-30.7	14.6	-10.5	-7.3	-19.6	7.3

[25] Nc1n[nH]c(N)c1N=Nc1cccc(F)c1
[26] O=S(=O)(NCC(c1ccco1)N1CCN(c2ccccc2F)CC1)c1ccccc1 (stereo not given)
[27] COc1ccc(C(=O)Cn2nnc(-c3cccs3)n2)cc1
[28] CCc1ccc(C(C)NC(=O)c2cc(C)oc2C)cc1 (stereo not given)
[29] CCc1nnc(NC(=O)CSc2nnc(CNc3cccc(Cl)c3)n2CC)s1
[30] COC(=O)CSc1nc(NCc2ccccc2)nc(N(C)C)n1
entry no.	25	26	27	28	29	30
TRPN1 ag	0.5	-0.5	0.7	-1.4	0.7	-0.2
S1P4 agonist	0.4	1.7	-0.9	0.7	-1.7	-1.1
Calpain2 inh	8.1	0.4	31.4	3.3	-49.1	-14.2
Ba/F3 V617F tox	-1.4	-1.9	3.1	-2.6	-5.5	1.1
EP2 mod	22.3	28.3	-22.0&-42.7	-19.6	-78.6	5.9
BaF3 parental	-1.9	2.3	8.5	2.3	1.6	6.5
PERK inh	0.2	-0.5	0.4	0.8	0.1	1.4
TRPML3 ag	0.7	-0.3	-0.2	-0.5	0.3	0.5
S1P4 antag	-1.5	-18.6	6.0	-13.8	1.6	-18.5

[31] CCOCC(=O)Nc1cc(Cl)ccc1C
[32] CC1CCCCC1NC(=O)CCS(=O)(=O)c1cccc2nonc12 (stereo not given)
[33] COc1ccc(N(CC(=O)Nc2cccc(N(C)S(C)(=O)=O)c2)S(=O)(=O)c2ccc(C)cc2)cc1
[34] CCn1nc(C)c(/C=N/NC(=O)Cn2cncn2)c1C
[35] CN(C)C(=O)N(CCCN1CCOCC1)Cc1cccc2ccccc12
[36] CCOC(=O)CSc1nc2c(c(=O)n1-c1ccc(OCC)cc1)SCC2
entry no.	31	32	33	34	35	36
TRPN1 ag	1.2	3.3	0.8	-1.1	1.4	-0.1
S1P4 agonist	-0.6	-0.8	0.2	2.4	-0.5	1.8
Calpain2 inh	-11.8	-31.5	-2.3	7.0	-18.5	-15.3
Ba/F3 V617F tox	2.0	1.2	-0.4	1.5	2.4	-4.3
EP2 mod	18.0	11.3	25.0	13.3	-2.0	-1.7
BaF3 parental	4.5	3.3	-0.1	-5.0	-1.7	-2.6
PERK inh	1.4	-0.7	1.4	2.1	-1.1	0.2
TRPML3 ag	0.3	1.1	0.4	0.0	0.1	0.8
S1P4 antag	-6.2	-7.5	-0.8	-18.1	-0.5	-8.0

[37] CCOc1ccc(NC(=O)CN2CCN(CC(=O)Nc3ccc(Cl)c(C(F)(F)F)c3)CC2)cc1
[38] Cc1nn(CCC#N)c2[nH]c(=O)cc(C(F)(F)F)c12
[39] Cc1cc(C)c(S(=O)(=O)N(C)Cc2cnn(C)c2)c(C)c1
[40] CC(C)(CSc1nncn1/N=C/c1ccco1)NS(=O)(=O)c1ccc(Cl)cc1
[41] Cc1nc(C)c(C(=O)NCc2ccccc2Cl)o1
[42] CCOc1cc(C(=S)N2CCC(O)CC2)ccc1OS(=O)(=O)c1ccc(Br)cc1
entry no.	37	38	39	40	41	42
TRPN1 ag	0.8	0.4	-0.2	0.6	3.3	1.4
S1P4 agonist	-0.5	-0.3	0.4	-2.2	1.2	-3.1
Calpain2 inh	-5.9	-30.5	14.9	22.5	-25.7	8.7
Ba/F3 V617F tox	-3.9	-1.1	-0.8	4.0	-0.2	-4.2
EP2 mod	4.1	17.5	0.3	-5.8	-7.7	-23.7
BaF3 parental	0.1	-0.9	4.7	6.2	8.8	3.9
PERK inh	-1.1	1.2	0.6	-0.8	1.8	-0.1
TRPML3 ag	1.1	0.5	0.2	-0.3	0.8	0.8
S1P4 antag	18.2	-13.7	-0.3	-1.6	-6.8	-7.8

[43] O=C(COC(=O)c1cncc(Br)c1)Nc1nc(-c2ccc(F)cc2)cs1
[44] O=C(c1cccs1)N1CCN(Cc2ccc3c(c2)OCO3)CC1
[45] Nc1cc2c(cc1[N+](=O)[O-])OCCO2
[46] CC(C)CN1C(=O)CC(Sc2ccccc2C(=O)O)C1=O (stereo not given)
entry no.	43	44	45	46
TRPN1 ag	0.8	0.4	-1.4	-0.1
S1P4 agonist	-1.4	1.3	-1.1	0.8
Calpain2 inh	-26.0	-9.3	5.3	-5.6
Ba/F3 V617F tox	1.1	-3.1	-3.4	-0.1
EP2 mod	-6.9	-13.8	13.6	24.7
BaF3 parental	0.7	0.1	-0.2	3.3
PERK inh	0.9	0.8	1.1	-0.4
TRPML3 ag	0.9	-0.1	0.5	0.6
S1P4 antag	-2.4	-11.1	-20.4	-2.1

Whole records, looked up by structure:
O=C(COC(=O)c1cncc(Br)c1)Nc1nc(-c2ccc(F)cc2)cs1 reads TRPN1 ag = 0.8; S1P4 agonist = -1.4; Calpain2 inh = -26.0; Ba/F3 V617F tox = 1.1; EP2 mod = -6.9; BaF3 parental = 0.7; PERK inh = 0.9; TRPML3 ag = 0.9; S1P4 antag = -2.4
O=C(c1cccs1)N1CCN(Cc2ccc3c(c2)OCO3)CC1 reads TRPN1 ag = 0.4; S1P4 agonist = 1.3; Calpain2 inh = -9.3; Ba/F3 V617F tox = -3.1; EP2 mod = -13.8; BaF3 parental = 0.1; PERK inh = 0.8; TRPML3 ag = -0.1; S1P4 antag = -11.1

Source: PubChem
